Screening data: PubChem BioAssay, National Center for Advancing Translational Sciences (NCATS)
HCMV inh: qHTS Assay for inhibitors of the human cytomegalovirus (HCMV). HFF cells, HCMV-luciferase reporter, 72 h; hits give low values. activity change, negative = inhibition, % at 57.5 µM. 4.5% of 410,000 active; in the data active = activity change below about -60%; inconclusive = no clear call, values can overlap the other calls; inactive = above about -39%
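Compounds were evaluated in HFFs infected with an HCMV luciferase reporter virus (MOI 1 PFU/cell). Luciferase in lysates collected 72 h post infection served as the replication measure.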
Sm TGR block: qHTS Assay for the Inhibitors of Schistosoma Mansoni Peroxiredoxins | Schistosoma mansoni thioredoxin glutathione reductase (TGR), Q962Y6 | purified TGR, DTNB reduction, TNB absorbance 405 nm | Potency, µM (top dose mostly 114 µM), without a hit: at the top dose activity change, negative = inhibition, usual class: inhibitors | 3% of 360,000 active | AID 485364, 2010; note: potency is the fitted concentration of half-maximal effect; nearly all actives have a fitted effect of over 60% in size
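First, TGR (20 nM dispensed) and NADPH were mixed with compound. Second, a 15 min room-temperature incubation followed. Third, further NADPH and then DTNB were added to start the reaction. Finally, TNB absorbance was monitored kinetically.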
AMA1 RON2 block: qHTS for Inhibitors of AMA1-RON; Towards Development of Antimalarial Drug Lead: Primary Screen; AID 720542, 2013; Potency, µM (highest dose often 58.2 µM), for inactives: at the top dose activity change, negative = inhibition, hits mostly inhibitors; AlphaScreen AMA1-biotinylated RON2 peptide binding; Plasmodium falciparum AMA1 (3D7) - RON2 peptide interaction; 0.2% of 360,000 active;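 note: potency is the fitted concentration of half-maximal effect; 0% = vehicle wells and -100% = peptide control; nearly all actives have a fitted effect of over 45% in size; some results filed as inactive show a strong effect at the top dose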
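AMA1 (3D7) with his tag at 25 nM final met compounds first, then biotinylated RON2 peptide at 25 nM; detection used donor plus acceptor beads, 10 µg/mL apiece, read by AlphaScreen after 30 min at room temperature.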
HCV inhibitor: qHTS Assay for Inhibitors of Hepatitis C Virus (HCV); Potency, µM (doses to about 41.8 µM), for the others: at the highest dose activity change, negative = inhibition, usual class: inhibitors; 3.4% of 340,000 active; Huh7.5.1 HCVcc-Cre infection, luciferase reporter, 44 h; AID 651820, 2012; note: potency is the fitted concentration of half-maximal effect
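Seed cells (1,000/well) for 4 h; treat with compound and infect with HCVcc-Cre, moi about 0.5. Incubate 44 h, then detect luciferase activity.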
FBPA Giardia inh: qHTS Assay for Inhibitors of Fructose-1,6-bisphosphate Aldolase from Giardia Lamblia; Potency, µM (doses to about 59.6 µM), inactives show at the top dose activity, negative = inhibition, most hits filed as inhibitors; A8B2U2; purified Giardia FBPA; AID 2451, 2010; 0.71% of 290,000 active; note: potency is the fitted concentration of half-maximal effect; nearly all actives have a fitted effect of over 55% in size
Target sequence (A8B2U2 whole entry, looked up): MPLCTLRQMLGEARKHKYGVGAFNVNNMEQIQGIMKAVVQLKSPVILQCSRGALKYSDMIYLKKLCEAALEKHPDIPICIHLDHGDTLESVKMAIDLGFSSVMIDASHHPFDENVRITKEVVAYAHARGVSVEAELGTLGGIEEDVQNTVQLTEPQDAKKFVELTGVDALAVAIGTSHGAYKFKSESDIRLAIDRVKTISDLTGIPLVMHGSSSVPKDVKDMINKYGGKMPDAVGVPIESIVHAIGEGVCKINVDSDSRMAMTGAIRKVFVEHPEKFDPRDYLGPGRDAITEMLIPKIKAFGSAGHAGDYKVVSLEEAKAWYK
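40 nM FBPA preincubated 10 min at RT with compound (up to 57.5 uM final), then substrate plus GAPDH/TPI/NAD/arsenate coupling and diaphorase/resazurin added. Fluorescence read after 20 min at RT, 525/598 nm.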
AmpC inh detg: qHTS Inhibitors of AmpC Beta-Lactamase (assay with detergent); AmpC hydrolysis of nitrocefin, absorbance 480 nm, 0.01% Triton; Potency, µM (highest dose often 114 µM), inactives show top-dose activity change, negative = inhibition, usual class: inhibitors; 0.041% of 370,000 active;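 note: potency is the fitted concentration of half-maximal effect; 0% = no-compound wells and -100% = no-enzyme wells; nearly all actives have a fitted effect of over 25% in size; some results filed as inactive show a strong effect at the top dose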
Target sequence (P00811 whole entry, looked up): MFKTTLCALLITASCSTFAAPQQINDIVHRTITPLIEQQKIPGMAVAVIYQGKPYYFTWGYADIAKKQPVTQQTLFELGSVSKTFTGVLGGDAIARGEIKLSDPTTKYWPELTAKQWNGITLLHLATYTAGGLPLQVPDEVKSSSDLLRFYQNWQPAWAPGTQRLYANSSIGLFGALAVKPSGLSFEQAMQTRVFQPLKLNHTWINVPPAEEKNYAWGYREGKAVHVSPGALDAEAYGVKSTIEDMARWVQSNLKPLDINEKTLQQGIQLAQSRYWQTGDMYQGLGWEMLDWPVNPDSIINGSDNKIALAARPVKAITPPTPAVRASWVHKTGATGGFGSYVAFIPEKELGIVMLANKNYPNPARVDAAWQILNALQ
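AmpC (5.3 nM in the dispensed reagent) in 20 mM phosphate pH 7.0 with 0.01% (detergent screen) or 0.0001% Triton X-100 was preincubated with compounds for 15 min at room temperature. Nitrocefin was then added from an 800 uM solution, and hydrolysis was followed at 480 nm.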
An asterisk follows results filed as active; ? = inconclusive; / = no result given; & = joins results of further samples; [ ] = remark or other dose. Unless noted, calls come from the whole dose curve; as a rule, active = well fitted curve in the direction sought with a large enough effect; inconclusive = small, poorly fitted or top-dose-only effect, or another doubt; inactive = no such curve, though single readings can be large; an effect the other way counts as inactive or inconclusive. Unless noted, % is set by controls: 0 for no effect and ±100 for the full control effect.

SMILES	HCMV inh	Sm TGR block	AMA1 RON2 block	HCV inhibitor	FBPA Giardia inh	AmpC inh detg
O=C(O)CCC(=O)Nc1nc(-c2ccccc2)cs1	24	-9%	-4%	3%	15%	0%
COc1ccc(C2=NN(C(N)=S)C(c3ccco3)C2)cc1 (centres undefined)	-8	8.9µM*	-11%	-16%	-14%	8%
Clc1ccc2c(c1)c1ccccc1n2CN1CCOCC1	-13	-2%	-12%	?	-3%	-19%
CCOC(=O)C1CCN(S(=O)(=O)c2ccc(C(C)(C)C)cc2)CC1	?	0%	-14%	-13%	1%	0%
O=[N+]([O-])c1ccc(NCCOc2ccccc2Cl)nc1	50	-26%	9%	?	6%	1%
CCOc1ccc(NC(=O)CCCc2cc(-c3ccc(OCC)cc3)on2)cc1	18	-1%	-1%	1%	0%	-19%
COC(=O)c1ccccc1NC(=O)Cn1c(=O)n(CCC(=O)NCc2ccc3c(c2)OCO3)c(=O)c2ccccc21	26	-1%	/	/	/	17%
COc1ccc(CNC(=S)Nc2ccccc2Cl)cc1	1	40µM*	0%	-4%	?	-15%
CSc1ncccc1C(=O)NC(C)C1CC2CCC1C2 (centres undefined)	8	10%	-4%	20%	4%	?
OC[C@H]1O[C@@H](Oc2ccc(O)cc2)[C@H](O)[C@@H](O)[C@@H]1O	-5	/	-3%	-7%	/	/
COc1cc(NC(=O)Cn2nc(C(F)(F)F)c3c2CCCC3)cc(OC)c1OC	-26&6	0%&10%	6%	?	3%	21%&0%
CCOc1cccc2cc(-c3cn4c(n3)sc3ccccc34)c(=O)oc12	145	-1%	/	/	/	-6%
CCOc1ccc(NC(=O)C(=O)NCCc2csc(-c3ccc(C(F)(F)F)cc3)n2)cc1	-3	4%	/	/	/	2%
COC(=O)C1C(=O)c2c([nH]c(C(=O)OC3CCCC3C)c2C)CC1C (centres undefined)	78	-1%	-6%	?	-9%	?
Nc1nnc(Cc2ccccc2)s1	-22	0%	2%	27%	4%	-18%
CCOC(=O)[C@H]1[C@H]2COc3ccc(OC)cc3[C@@H]2N2C(=O)CN(Cc3ccc(OC)cc3)C(=O)[C@@]12C	2	50µM*	-3%	-9%	/	3%
CN(C)S(=O)(=O)N1CCC(C(=O)O)(c2ccccc2)CC1	?	-2%	22%	8%	6%	?
Cc1cc(C)c2c(c1)cc(C)c1nnc(SCC(=O)N3CCCc4ccccc43)n12	0	-6%	-1%	-14%	3%	-14%
CC(C)C12CN3CC(C(C)C)(CN(C1)C3c1cccnc1)C2=O (centres undefined)	-15	5%	-6%	14%	/	-15%
CCOc1ccc(CNC(=O)C2CCN(c3nnc(C)c4c(C)n(-c5ccc(C)cc5)nc34)CC2)cc1	-74*	-15%	-5%	13µM*	-2%	2%

An excerpt of these results, bar-delimited:
mol | HCMV inh | Sm TGR block | AMA1 RON2 block | HCV inhibitor | FBPA Giardia inh | AmpC inh detg
CCOc1cccc2cc(-c3cn4c(n3)sc3ccccc34)c(=O)oc12 | 145 | -1% | / | / | / | -6%
CCOc1ccc(NC(=O)C(=O)NCCc2csc(-c3ccc(C(F)(F)F)cc3)n2)cc1 | -3 | 4% | / | / | / | 2%
COC(=O)C1C(=O)c2c([nH]c(C(=O)OC3CCCC3C)c2C)CC1C (centres undefined) | 78 | -1% | -6% | ? | -9% | ?

Three of these compounds in another layout.
> CCOC(=O)C1CCN(S(=O)(=O)c2ccc(C(C)(C)C)cc2)CC1
  HCMV inh: ?
  Sm TGR block: 0%
  AMA1 RON2 block: -14%
  HCV inhibitor: -13%
  FBPA Giardia inh: 1%
  AmpC inh detg: 0%

> Cc1cc(C)c2c(c1)cc(C)c1nnc(SCC(=O)N3CCCc4ccccc43)n12
  HCMV inh: 0
  Sm TGR block: -6%
  AMA1 RON2 block: -1%
  HCV inhibitor: -14%
  FBPA Giardia inh: 3%
  AmpC inh detg: -14%

> CCOC(=O)[C@H]1[C@H]2COc3ccc(OC)cc3[C@@H]2N2C(=O)CN(Cc3ccc(OC)cc3)C(=O)[C@@]12C
  HCMV inh: 2
  Sm TGR block: 50µM*
  AMA1 RON2 block: -3%
  HCV inhibitor: -9%
  FBPA Giardia inh: /
  AmpC inh detg: 3%

Continuation.
SMILES	HCMV inh	Sm TGR block	AMA1 RON2 block	HCV inhibitor	FBPA Giardia inh	AmpC inh detg
O=C(CCc1ccccc1)NNC(=O)c1ccco1	13	5%	1%	19%	-7%	-7%
O=C(COC(=O)Cc1n[nH]c(=O)c2ccccc12)NNC(=O)c1ccccc1	-4	1%	41%[activator]	18%	/	?
COc1ccc(C2C=C(c3ccc(C)cc3)Nc3ncnn32)cc1 (centres undefined)	-27	28µM*	-1%	-9%	-20%	-4%
CCN(C(=S)Nc1cc(S(=O)(=O)N2CCOCC2)ccc1Cl)c1cccc2ccccc12	8	-14%	-3%	2%	7.1µM*	-5%
Fc1ccc(/C=C2\CCCC3=C2Nc2ncnn2C3c2ccc(F)cc2)cc1 (centres undefined)	18	?	28%	?	-14%	-13%
CC1(C)Cc2cccc(OCC(=O)N3CCN(S(=O)(=O)c4ccc(F)cc4)CC3)c2O1	21	2%	-12%	-19%	10%	-9%
CCC(=O)NCc1c(C)c(C)n(Cc2ccccc2)c1-n1cccc1	-2	4%	-16%	-8%	2%	-15%
CCOc1ccc(N2CC(C(=O)NCCN3C(=O)S/C(=C\c4ccc(OC)cc4)C3=O)CC2=O)cc1 (centres undefined)	?	-9%	-15%	?	1%	-1%
CC(C)(C)NC(=O)CCC1COc2ccccc2O1 (centres undefined)	8	-7%	-8%	/	5%	0%
CN(C(=O)CSc1nc(N)cc(N)n1)C1CCS(=O)(=O)C1 (centres undefined)	24	-3%	-5%	4%	/	2%
c1ccc(-c2ccccc2OCCN2CCCCC2)cc1	?	6%	-14%	-9%	?	?
Cc1ccc(S(=O)(=O)N2CCCCC2)cc1NC(=O)COc1ccccc1F	8	4%	9%	?	0%	-11%
CCOc1ccc(CCNC(=O)Cn2ccc3cc(S(=O)(=O)N4CCCC4)ccc32)cc1	15	-14%	0%	?	9%	3%
O=C(c1ccc(N2CCN(C(=O)c3ccc(F)cc3F)CC2)cc1)c1cccc(F)c1	-35	0%	-1%	11µM*	/	-6%
Cc1ccc(C)c(NS(=O)(=O)c2cc(C(=O)NCc3ccco3)ccc2C)c1	-19	51%[activator]	0%	?	5%	-6%
O=C(CNC(=O)Cn1ccc2ccccc2c1=O)NCCCN1CCN(c2cccc(Cl)c2)CC1	7	-13%	-2%	6%	-4%	-6%
CCCCc1nc(SCCOC)c2c(=O)n(C)c(=O)n(C)c2n1	?	-6%	2%	?	1%	-4%
COc1cc(NC(=O)c2ccc(Cl)cc2)c(OC)cc1NC(=O)CN1CCCCC1	17	-18%	?	7.9µM*	-16%	-4%
COc1cccc(C2CC(c3ccc(NS(C)(=O)=O)cc3)=NN2C(=O)c2ccccc2)c1OC (centres undefined)	-10	-1%	2%	-11%	-6%	3%
Cc1nc(CSc2nsc(C)c2C#N)cs1	?	-3%	5%	13%	4%	-5%

Molecules from the list above with a CF3 group (two):
SMILES	HCMV inh	Sm TGR block	AMA1 RON2 block	HCV inhibitor	FBPA Giardia inh	AmpC inh detg
COc1cc(NC(=O)Cn2nc(C(F)(F)F)c3c2CCCC3)cc(OC)c1OC	-26&6	0%&10%	6%	?	3%	21%&0%
CCOc1ccc(NC(=O)C(=O)NCCc2csc(-c3ccc(C(F)(F)F)cc3)n2)cc1	-3	4%	/	/	/	2%

Next entries follow.
SMILES	HCMV inh	Sm TGR block	AMA1 RON2 block	HCV inhibitor	FBPA Giardia inh	AmpC inh detg
CCN1CCCC1CNc1ncnc2c1[nH]c1ccc(F)cc12 (centres undefined)	65	5%	0%	?	-3%	5%
Cc1[nH]c(=O)[nH]c(=O)c1S(=O)(=O)N1CCOCC1	-7	-7%	27%	11%	0%	?
CC1CCCCN1S(=O)(=O)c1ccc(NC(=O)c2cccc(-n3cnnn3)c2)cc1 (centres undefined)	-26	4%	-5%	?	-6%	-21%
Cc1cc(Oc2ccccc2)nc(N)n1	68	14%	-5%	1%	6%	1%
COCc1cc(=O)n2[nH]cc(-c3ccccc3)c2n1	45	7%	38%[activator]	5%	?	-13%
COc1ccc(-c2nnc(N(C)C(=O)c3ccno3)s2)cc1	140	0%	-3%	17%	-10%	-1%
CN(C)C(=O)c1cn(N(C)c2ncc(C(F)(F)F)cc2Cl)c(=O)c2ccccc12	47	8%	10%	2%	/	-1%
CC1(C)CN(c2ccc(CC#N)cc2)C1=O	-18	9%	-3%	1%	4%	7%
CCCCCCNC(=O)CSc1nccn1Cc1ccccc1	32	3%	-2%	-13%	4%	-3%
N#Cc1c(SCC(=O)O)nc(-c2ccccc2)c2c1CCCC2	-13	1%	-9%	8%	26%	-1%
O=[N+]([O-])c1cccc(COc2ncnc3cc([N+](=O)[O-])ccc23)c1	-25	-26%	-11%	-28%	-5%	-5%
COc1cccc(-n2c(SCC(=O)Nc3ccc4c(c3)OCO4)nc3c([nH]c4ccccc43)c2=O)c1	-3	12%	/	/	/	4%
CN1C2CCC1CC(OC(=O)c1cccc(O)c1)C2 (centres undefined)	-3	/	4%	-6%	/	/
CCOC(=O)/C(C#N)=C1/C(=O)N(Cc2ccccc2)c2ccccc21	-32	0%	-12%	12%	10µM*	-4%
O=C1N=c2ccccc2=C/C1=C\c1c(O)[nH]c(=S)[nH]c1=O	-1	10µM*	4%	-3%	?	-13%
O=C(Nc1cccc(C(F)(F)F)c1)c1cccn(Cc2ccc3c(c2)OC(F)(F)O3)c1=O	-16	25%	2%	1%	-8%	-1%
COc1ccc(OC(=O)C(C)N2C(=O)c3ccccc3C2=O)cc1 (centres undefined)	7	?	14%	-1%	-1%	-15%
NS(=O)(=O)c1ccc(NC(=S)Nc2ccc(S(=O)(=O)N3CCCC3)cc2)cc1	-32	25µM*	18%	9%	-13%	-9%
CC(C)(C)c1cc(CCC(=O)N2CCCC2)cc(C(C)(C)C)c1O	-3	-10%	0%	4%	/	-2%
COC(=O)C1=C(c2ccc(OC)c(OC)c2)C[C@@H]2CC[C@H]1N2C(=O)NCCCOC(C)C	-32	-1%	5%	11%	/	-3%
CS(=O)(=O)c1ccc2nc(NC(=O)c3ccc(NS(=O)(=O)c4ccc(F)c(F)c4)cc3)sc2c1	-32	-4%	2%	?	-7%	-10%
O=c1cccc2n1CC1CC2CN(c2nc(N3CCCCC3)nc(N3CCCCC3)n2)C1 (centres undefined)	19	-1%	11%	-2%	5%	4%
